# Screens as filed in PubChem BioAssay.
# NTR1 ag: agonists of NTR1, primary screen, imaging, U2OS cells, beta-arrestin-GFP, high content (AID 493036) | Neurotensin receptor type 1 (Homo sapiens), P30989 | activation, % at 20 µM | NTR1-U2OS beta-arrestin-GFP spot imaging, agonist mode | 0.17% of 330,000 active;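 active = activation at or above 40% of the spot to cytoplasm intensity ratio, with at least 20 cells analyzed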;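 also: 0% = DMSO without peptide and 100% = 100 nM NTR1 peptide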
# Target sequence (P30989 whole entry, looked up): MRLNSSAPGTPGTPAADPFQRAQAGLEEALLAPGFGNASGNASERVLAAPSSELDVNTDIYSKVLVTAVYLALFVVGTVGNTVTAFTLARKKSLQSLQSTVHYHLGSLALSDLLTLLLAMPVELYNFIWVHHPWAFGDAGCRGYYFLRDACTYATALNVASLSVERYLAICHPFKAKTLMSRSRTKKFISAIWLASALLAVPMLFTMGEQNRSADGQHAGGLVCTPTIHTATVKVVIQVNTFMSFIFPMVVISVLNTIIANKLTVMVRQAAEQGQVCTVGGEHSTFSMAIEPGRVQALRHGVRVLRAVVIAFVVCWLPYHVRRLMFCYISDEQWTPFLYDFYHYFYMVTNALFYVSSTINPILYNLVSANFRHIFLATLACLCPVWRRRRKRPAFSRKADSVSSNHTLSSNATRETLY
# KOR beta-arrestin-1: KOR antagonists, beta-arrestin recruitment, cell-based, luminescence, uHTS (AID 1778); Kappa-type opioid receptor (Homo sapiens); KOR beta-arrestin recruitment, luminescence, antagonist mode; higher % means a stronger effect; one-dose inhibition, % at 10 µM; IC50 in µM for titrated hits; 0.091% of 290,000 active; in the data active = inhibition above about 50%; also: strong numbers were not always called active
# T cell modulator: modulators of CD8 T cell-vesicle binding, primary screen, mouse 2C CD8+ T cells, flow cytometry. 2C CD8+ T cell-vesicle binding; active compounds read low. calls only at 7 µM. 0.068% of 330,000 active;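 active = response, share of CD8 T cells binding vesicles, and their 90th percentile fluorescence all below set limits, cut at about 80% in these data, passing the limit was not always enough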
#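 Assay system: 2C TCR transgenic mouse naive CD8+ T cells, MACS-purified | Read-out: CD8+ gate FL2 mean fluorescence as % of same-row positive control | Signal: High-throughput flow cytometry with anti-B7-1 and anti-CD8 staining | Timing: Binding step 1.5 h, 37 °C, antibody labelling 20 min, ice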
# KOR beta-arrestin-2: KOR agonists, beta-arrestin recruitment, primary screen, cell-based, luminescence, uHTS (AID 1777); KOR beta-arrestin recruitment, luminescence; higher % means a stronger effect; one-dose activation, % at 10 µM; EC50 in µM for titrated hits; 0.02% of 280,000 active; in the data active = activation above about 50%, passing the limit was not always enough; also: a part of the inactive calls stands beside numbers as strong as those of hits
# GPR35 arrestin U2OS: GPR35 antagonists blocking zaprinast-driven arrestin recruitment, primary screen, imaging, U2OS, beta-arrestin-GFP, zaprinast agonist (AID 2058). 0.052% of 290,000 active. U2OS GPR35 beta-arrestin-GFP translocation imaging, zaprinast antagonism; higher % means a stronger effect. G-protein coupled receptor 35 (Homo sapiens). inhibition, % at 10 µM, or IC50 in µM where a hit was titrated;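 active = inhibition of at least 50% with at least 30 cells and total cytoplasm GFP at most 10,000,000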
# Salmonella PhoP GFP: inhibitors of PhoP regulon expression, primary screen, Salmonella Typhimurium, GFP reporter (AID 1863) | S. Typhimurium PhoP-regulated promoter GFP reporter, 4 h; higher % means a stronger effect | one-dose inhibition, % at 50 µM; IC50 in µM for titrated hits | 0.16% of 300,000 active;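 active = inhibition over 29.93%, a cutoff 3 SD above the screen mean, later confirmed by dose response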;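 also: 0% = low Mg2+ inducing control and 100% = high Mg2+ repressing control; strong numbers were not always called active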
# GPR55 beta-arrestin: GPR55 agonists via beta-arrestin recruitment, primary screen, imaging, U2OS cells, beta-arrestin-GFP redistribution (AID 1961); G-protein coupled receptor 55 (Homo sapiens); U2OS GPR55 beta-arrestin-GFP redistribution imaging; higher % means a stronger effect; one-dose activation, % at 10 µM; EC50 in µM for titrated hits; 0.048% of 290,000 active;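 active = activation above 40% with more than 50 cells counted in the well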;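 also: U2OS osteosarcoma cells stably expressing GPR55 and beta-arrestin-GFP; plate controls were DMSO negative control for no effect and LPI positive control for full effect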
# West Nile antiviral: West Nile virus antiviral activity, cell-based, CPE readout (AID 1621) | CPE inhibition, % at 10 µM, or IC50 in µM where a hit was titrated | 0.02% of 290,000 active | West Nile virus-infected cells, CPE inhibition; higher % means a stronger effect; in the data active = a potency from the dose series; also: strong numbers were not always called active
# GPR55 antagonists: GPR55 antagonists blocking LPI-driven arrestin recruitment, primary screen, imaging, U2OS, beta-arrestin-GFP, LPI agonist (AID 2013). G-protein coupled receptor 55 (Homo sapiens). U2OS GPR55 beta-arrestin-GFP translocation imaging, LPI antagonism; higher % means a stronger effect. inhibition, % at 10 µM; hits with a dose series show IC50 in µM. 0.13% of 290,000 active;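 active = spots per cell inhibited over 60%, with over 100 cells counted and total cytoplasm intensity under 500,000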;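 also: U2OS cells stably carrying GPR55 and arrestin-GFP stimulated by 5 µM LPI near EC80; imaged beta-arrestin-GFP aggregate spots per cell after agonist stimulation; plate controls were LPI-stimulated DMSO wells for no effect and DMSO wells without LPI for full effect; some results filed as inactive read as strong as hits; confirmed hits need IC50 under 10 µM and bright autofluorescent wells are also inconclusive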
# T cell modulator vesicle-bound %: further read-out of T cell modulator, marked with its call; double positive events, %; measured here: CD8+ vesicle-bound cell fraction;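 binding gate set so that unloaded-vesicle control wells show 10% double positive cells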
# NTR1 ag cell count 20 µM: further read-out of NTR1 ag, marked with its call; cell count; measured here: cell count, cytotoxicity flag
# The depositor's hits bear a star; i = inactive; x = not tested or not shown; [ ] = dose if it differs, or a comment.
SMILES,NTR1 ag,NTR1 ag cell count 20 µM,KOR beta-arrestin-1,T cell modulator,T cell modulator vesicle-bound %,KOR beta-arrestin-2,GPR35 arrestin U2OS,Salmonella PhoP GFP,GPR55 beta-arrestin,West Nile antiviral,GPR55 antagonists
CN(C)C(CNC(=O)CCCN1C(=O)c2cccc3cccc(c23)C1=O)c1ccccc1 (stereo unspecified),-0.7,39,-18.1%,i,26.7,-1.6%,13.7%,2.0%,-0.1%,-2.3%,0.0%
Cc1ccc(-n2c(SCC(=O)Nc3cc(C)on3)nc3c(c2=O)SC(C)C3)cc1 (stereo unspecified),2.0,37,32.0%,i,25.4,-1.3%,-3.9%,-3.8%,0.2%,0.0%,3.5%
COc1cccc(CN2CCN(C(=O)c3ccco3)CC2)c1,0.4,66,8.4%,i,46.3,0.0%,-1.2%,1.7%,-0.2%,-0.1%,-2.0%
Cc1nnc(SCC(=O)NC2CCCc3c2cnn3-c2ccccc2F)o1 (stereo unspecified),0.1,55,-25.2%,i,10.4,1.8%,-6.9%,-6.8%,-0.2%,-0.4%,10.2%
COc1ccccc1N1CCN(C(=O)c2cccs2)CC1,-0.7,43,29.3%,i,28.0,-2.8%,-1.5%,-5.6%,0.2%,0.3%,1.9%
COc1ccc(CN2C(=O)c3cccc4cccc(c34)C2=O)cc1,2.7,61,-7.2%,i,38.3,0.7%,8.7%,-6.2%,-0.1%,0.1%,9.1%
O=C(O)c1nn(-c2ccc(Cl)cc2)ccc1=O,-0.2,58,27.2%,i,32.4,6.5%,21.7%,-16.9%,0.0%,0.5%,4.1%
CC(C)[C@H](NC(=O)C1CCN(S(=O)(=O)c2ccc(F)cc2)CC1)C(=O)N1CCCC1,2.8,57,26.3%,i,7.0,-5.0%,19.1%,8.6%,0.3%,0.0%,2.5%
CC[C@H](C)[C@H](NC(N)=O)C(=O)NCCc1ccc(Cl)cc1,-0.5,45,6.7%,i,1.4,-8.7%,7.8%,-10.6%,-0.3%,-0.9%,10.8%
CCN(CC)S(=O)(=O)c1ccc(Cl)c(C(=O)Nc2ccc(Cl)cc2[N+](=O)[O-])c1,4.9,68,-29.3%,i,44.2,-0.8%,-9.6%,-10.2%,-0.4%,-1.2%,-4.6%
O=S(=O)(Nc1ccccn1)c1ccc(C(F)(F)F)cc1Cl,0.3,44,-5.7%,i,39.4,-1.4%,-3.3%,-4.8%,-0.1%,0.2%,-0.2%
N/C(=N\OC(=O)COc1ccc(Br)cc1)c1cccc([N+](=O)[O-])c1,2.6,43,-41.2%,i,22.1,47.4%,-3.9%,-1.1%,0.3%,0.1%,0.7%
Cc1onc(-c2ccccc2Cl)c1C(=O)NCc1ccccn1,1.0,51,-14.1%,i,11.3,2.3%,5.5%,-1.6%,-0.2%,2.5%,9.4%
CCOc1cc(/C=N/O)ccc1OCc1ccccc1F,-0.5,37,x,i,43.8,-1.2%,3.5%,-0.3%,0.3%,-0.1%,4.5%
O=C(c1ccoc1)N1CCCC(N2CCN(c3ccc(F)cc3)CC2)C1 (stereo unspecified),0.1,48,-30.9%,i,10.2,1.1%,-1.3%,-2.3%,0.2%,-0.3%,2.3%
CC(C)=CC(=O)OCC(=O)Nc1ccc(SC(F)F)cc1,0.1,58,-27.1%,i,43.0,-0.9%,-13.5%,-5.0%,-0.4%,0.2%,-0.7%
Cc1ccc2oc(C(=O)Nc3ccc(S(=O)(=O)Nc4ncccn4)cc3)c(C)c2c1,-0.6,72,-5.3%,i,3.5,1.9%,18.7%,1.0%,0.3%,0.9%,18.0%
CC(c1nccs1)N(C)C(=O)c1ccc(OC2CCN(CCc3ccccc3)CC2)cc1 (stereo unspecified),-0.2,61,-23.9%,i,69.6,4.4%,-8.3%,5.8%,1.1%,-0.4%,16.1%
CCOC(=O)C1Cc2c([nH]c3ccccc23)CN1 (stereo unspecified),-0.6,87,-23.6%,i,10.9,4.7%,13.8%,22.7%,-0.1%,0.8%,12.1%
CCCCCCc1c(C)[nH]c2nc3ccccc3n2c1=O,-0.2,85,21.2%,i,31.2,-2.4%,12.4%,3.0%,0.2%,-0.7%,6.9%
COC(=O)c1ccc2c(=O)n(CC3CCCO3)c(SCC(=O)NCCc3ccc(S(N)(=O)=O)cc3)nc2c1 (stereo unspecified),-1.4,30,-16.2%,i,33.7,-3.1%,-11.6%,-3.2%,-0.3%,0.1%,8.2%
O=CN1CCN(C(=O)COc2ccc(Cl)cc2Br)CC1,-0.7,104,-2.9%,i,43.4,-3.5%,-3.2%,0.1%,-0.1%,-0.5%,5.6%
CCCCCCCCCc1nc2sc3c(c2c(=O)n1NC(=O)c1ccccc1[N+](=O)[O-])CC(C)(C)OC3,6.7,82,2.0%,i,58.5,2.7%,-10.8%,8.3%,0.1%,-1.4%,-0.8%
Cc1ccc(CN2CCN(Cc3cnn(-c4ccc(Cl)cc4)c3)CC2CCO)o1 (stereo unspecified),-0.2,52,2.7%[20 µM],i,5.9,0.7%,14.1%,x,-0.1%,-0.9%,-0.7%
COc1ccc(C2C(C(N)=O)=C(C)Nc3nc(-c4cccc(Cl)c4)nn32)cc1OC (stereo unspecified),-0.5,86,12.8%,i,18.2,-3.2%,-10.3%,-6.2%,-0.1%,-0.1%,8.3%
O=C(NCc1ccccn1)Nc1ccccc1C(F)(F)F,0.7,57,0.2%,i,62.8,0.4%,-6.8%,-6.3%,-0.2%,0.1%,-3.4%
COc1ccc(-c2nc3c(c(=O)[nH]c(=O)n3Cc3ccccc3)n2CCO)cc1,-1.5,45,-22.1%,i,27.2,8.8%,4.0%,-1.1%,0.0%,-0.4%,-2.7%
COC(=O)C1=CN(CC2CCCO2)C=C(C(=O)OC)C1c1ccccc1C(F)(F)F (stereo unspecified),-3.9,87,-26.9%,i,15.3,1.7%,-8.0%,8.0%,1.0%,-0.3%,1.2%
CCc1nnc(NC(=O)CSc2nc(-c3ccc(F)cc3)cc(-c3ccccc3)c2C#N)s1,x,x,-0.6%,x,x,-1.1%,-4.9%,4.3%,0.4%,-0.2%,4.2%
COC(=O)c1ccc([C@@H]2C[C@H]3CN(Cc4cccnc4)C(=O)[C@]34CCCN24)cc1,0.8,51,9.8%,i,53.3,-2.9%,5.0%,2.5%,0.2%,2.3%,7.5%
CC(=O)Nc1ccc(S(=O)(=O)Oc2ccc(C=O)cc2)cc1,1.1,48,-23.1%,i,42.3,-1.6%,x,-3.0%,-0.3%,-0.3%,6.4%
C/C(Cc1ccccc1)=N\NC(=O)CNC(=O)COc1cccc(C)c1,0.3,57,9.7%,i,16.4,5.9%,-2.5%,-1.9%,0.0%,0.0%,2.6%
Cc1csc(NC(=O)c2cccs2)n1,4.0,61,-12.1%,i,42.0,6.4%,-1.9%,8.3%,-0.1%,-0.2%,5.5%
CCOc1cc(-c2ccccc2)nc(N)n1,-1.4,104,27.8%,i,22.2,-5.3%,-5.9%,10.7%,-0.1%,-0.7%,7.6%
Cn1c(Cn2c(=O)sc3ccccc32)nnc1SCC(=O)Nc1ccc2c(c1)OCO2,-2.7,36,x,i,62.9,x,x,7.7%,x,0.3%,x
CCCN1CCC(NC(=O)CC2C(=O)NCCN2Cc2cccc(OC)c2)CC1 (stereo unspecified),-0.1,76,13.7%,i,28.7,-5.5%,12.0%,14.7%,0.3%,0.2%,17.2%
CC(=O)c1ccc(NC(=O)CSc2nc(C3CC3)nc3ccccc23)cc1,3.4,44,5.3%,i,21.2,-0.9%,11.0%,6.3%,x,0.8%,-10.1%
CCCc1c(C(=O)N/N=C/C(C)=C/c2ccccc2)nnn1-c1nonc1N,3.3,49,-12.6%,i,9.4,4.2%,0.3%,3.2%,-0.1%,0.4%,1.1%
O=C(CSc1nccn1Cc1ccco1)Nc1ccccc1F,0.0,62,-0.8%,i,71.0,-1.0%,-2.4%,0.0%,-0.1%,0.0%,5.7%
COc1ccc2[nH]c3c(c2c1)CCN1C(=O)N([C@@H](C)C(=O)NC2CCN(Cc4ccccc4)CC2)C(=O)[C@]31C,-1.7,84,-33.4%[20 µM],i,21.0,0.2%,-3.5%,14.1%,-0.2%,-1.3%,5.3%
CN(C)S(=O)(=O)c1ccc(=S)[nH]c1,0.2,62,7.7%,i,15.8,-0.3%,-10.9%,3.0%,0.8%,-0.1%,2.0%
COc1ccc(NC(=O)C2C3C=CC4(O3)C2C(=O)N(CCN2CCCCC2)C4C(=O)NC2CCCCC2)cc1 (stereo unspecified),2.5,44,-13.5%,i,35.5,-0.4%,9.7%,-4.9%,0.3%,-0.5%,-9.1%
O=C(COc1ccc(/C=N/NS(=O)(=O)c2ccccc2)cc1)Nc1ccc(F)cc1,1.0,49,-4.8%,i,37.2,0.8%,10.7%,2.6%,0.2%,0.3%,11.8%
CN1CCc2c(sc3nc(SCC(N)=O)n(-c4ccc(Cl)cc4)c(=O)c23)C1,-1.5,87,-13.5%,i,63.9,-1.2%,7.4%,-8.7%,0.0%,0.1%,-11.2%
Cc1ccc(N(CC(O)CN2CCCC2)S(=O)(=O)c2ccc(C)cc2)cc1 (stereo unspecified),-2.2,69,-2.9%,i,3.5,5.7%,9.8%,-3.4%,0.0%,x,10.1%
Cc1cc(=O)oc2c3c(cc(OCC(=O)Nc4cccnc4)c12)OC(C)(C)CC3,0.4,94,-39.8%[20 µM],i,5.5,-2.4%,13.4%,x,-0.1%,0.2%,11.2%
CCOc1ccc(CNCCCSc2ncccn2)cc1,-0.4,61,-11.6%,i,62.7,4.8%,2.7%,7.5%,-0.2%,-1.3%,-4.4%
O=C(Oc1ccc(-c2nnco2)cc1)C1CCN(C(=O)c2ccc(F)cc2)CC1,-0.9,49,-34.2%,i,60.3,5.7%,-2.2%,-0.6%,-0.2%,0.1%,14.8%
Cc1cc(C)c(S(=O)(=O)c2ccccc2C)c(OCCO)n1,-2.2,87,-26.6%,i,47.5,0.6%,2.4%,4.8%,1.1%,0.5%,-0.8%
O=C(CCc1cn2ccccc2n1)NC1CCCc2c1cnn2-c1ccccc1F (stereo unspecified),1.1,66,-17.2%,i,15.2,-0.8%,18.6%,3.0%,-0.1%,-0.3%,6.0%
